Assay outcomes (PubChem BioAssay)
TTR transcr act – activators of transthyretin transcription; SH-SY5Y TTR promoter Gaussia luciferase, luminescence; 100% = recombinant luciferase protein wells; activation, % at 16.7 µM; 1.3% of 92,000 active; AID 1117267;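 active means activation above the mean of all tested compounds plus 3 SD, cut at about 9.5% in these data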;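 further: cells exposed to compounds for one day before reading; 0% = median of all test compound wells on the plate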
Active calls of the source: *. An excerpt. The share of hits here may be higher or lower than overall.

What do the screens show for `CC(=O)c1sc(C(C)(C)C)cc1NC(=O)c1ccccc1C(=O)O`?
TTR transcr act: -3.9

What do the screens show for `COc1cc(OC)c(C=Cc2ccncn2)c(OC)c1`?
TTR transcr act: -1.9

How did O=C(CCCOc1ccccc1)Nc1cc(S(=O)(=O)N2CCOCC2)ccc1N1CCOCC1 do in these assays?
TTR transcr act: 1.1

How did CNC(=O)c1nn(-c2ccccc2)ccc1=O do in these assays?
TTR transcr act: -0.4

How did Cc1cc(C)cc(OCC(=O)N(Cc2cccs2)C2CCS(=O)(=O)C2)c1 (stereo not drawn) do in these assays?
TTR transcr act: 0.0

What do the screens show for `COc1cccc(C2=NOC(C(=O)N3CCOCC3)C2)c1` (stereo not drawn)?
TTR transcr act: 0.1

Results for COc1cc2c(cc1/C=C1/NC(=O)N(CC(=O)Nc3ccccc3)C1=O)OCO2 ?
TTR transcr act: 0.8

How did C[C@H]1[C@H](NC(=O)c2ccc(Cl)c(C(F)(F)F)c2)CC[C@@]23CCCN2C(=O)CCC[C@@H]13 do in these assays?
TTR transcr act: -1.4

Results for O=S(=O)(c1ccccc1)c1nc(-c2ccc(F)cc2)oc1NCC1CCCO1 (stereo not drawn) ?
TTR transcr act: 2.0

How did Cc1oc2c(c(=O)c1C)C(=O)CC(c1ccccc1)C2 (stereo not drawn) do in these assays?
TTR transcr act: -0.2

How did CC(C)c1nc(SCC(=O)N2CCc3ccccc32)n[nH]1 do in these assays?
TTR transcr act: -0.7

Results for CN(C)c1ccc(-c2ccnc3c2CC(C)(C(=O)Nc2ccc(Cl)c(C(F)(F)F)c2)O3)cc1 (stereo not drawn) ?
TTR transcr act: -2.4

Results for CC(C)(C)c1ccc(OCC(=O)NNC(=O)Nc2ccccc2)cc1 ?
TTR transcr act: -1.3

Results for COc1ccc(S(=O)(=O)n2cccc2)cc1OC ?
TTR transcr act: -3.5

What do the screens show for `O=C(CCn1nc(-c2ccc(F)cc2)ccc1=O)NCc1ccccc1`?
TTR transcr act: -1.1

How did Cc1cc(SCC(=O)N/N=C/c2ccc(O)c(O)c2)c(C)cc1Br do in these assays?
TTR transcr act: 4.4

What do the screens show for `O=[N+]([O-])c1cnc2ccccc2c1Sc1ccccc1`?
TTR transcr act: -0.1

How did Cc1ccnc(SCc2cc(=O)c(OC(=O)c3cc([N+](=O)[O-])ccc3Cl)co2)n1 do in these assays?
TTR transcr act: -0.9

How did Cc1ccc2nc(NC(=O)c3ccc(S(=O)(=O)N4CCCc5ccccc54)cc3)sc2c1 do in these assays?
TTR transcr act: -1.7

Results for CNC(=O)CSc1cnc2ccccc2n1 ?
TTR transcr act: 5.2

What do the screens show for `CC1CN/C(=C\C(=O)c2ccc(Cl)cc2)C(=O)N1` (stereo not drawn)?
TTR transcr act: -1.9

Results for CCOC(=O)C1(C(=O)OCC)Cc2c([nH]c3ccccc23)[C@]2(N1)C(=O)N(C)c1ccc(Br)cc12 ?
TTR transcr act: -3.3

What do the screens show for `O=C(CC(C(=O)c1ccccc1)c1ccccc1)c1ccccc1` (stereo not drawn)?
TTR transcr act: -1.6

How did O=C(c1ccc(N2CCNCC2)cc1)c1cccnc1 do in these assays?
TTR transcr act: 3.5

Results for Cc1cccc(OCC(=O)NNC(=O)C2CCCCC2C(=O)O)c1 (stereo not drawn) ?
TTR transcr act: 2.6

Results for CCOC(=O)C1=C(O)C(=O)N(c2ccccc2)C1c1cccc([N+](=O)[O-])c1 (stereo not drawn) ?
TTR transcr act: 4.5

What do the screens show for `COc1cc(OC)c(Cl)cc1N`?
TTR transcr act: -2.4

How did O=C(CN1CCN(c2ccccc2O)CC1)NC(c1ccccc1)c1ccccc1 do in these assays?
TTR transcr act: -1.5

Results for Cc1ccc(Sc2nc(C)cc(C)c2S(C)(=O)=O)cc1 ?
TTR transcr act: 3.3

How did CCC1([N+](=O)[O-])COC(c2ccc(C(C)C)cc2)OC1 (stereo not drawn) do in these assays?
TTR transcr act: 0.8

How did CNC(=S)N(CCc1cccc(C)c1)Cc1cc2cc(OC)c(OC)cc2[nH]c1=O do in these assays?
TTR transcr act: 0.3

What do the screens show for `Cc1ccc(S(=O)(=O)Nc2ccc(NC(=O)c3cccs3)cc2)cc1`?
TTR transcr act: 2.6

Results for CC(=O)c1cccc(NC(=O)N2CCCC2C(=O)Nc2c(C)cccc2C)c1 (stereo not drawn) ?
TTR transcr act: -2.5

How did COc1ccc(NC(=O)CCCC(=O)O)cc1Cl do in these assays?
TTR transcr act: -0.3

How did O=[N+]([O-])c1nn(-c2ccccc2)[n+]([O-])c1N1CCN(c2ccccc2)CC1 do in these assays?
TTR transcr act: 1.4

What do the screens show for `COc1ccc(CCN2C(=O)C3C4CC(C5C(C(=O)NN)=NOC45)C3C2=O)cc1OC` (stereo not drawn)?
TTR transcr act: -0.4

Results for Cc1occc1C(=O)Nc1ccc2c(c1)OCO2 ?
TTR transcr act: -1.7

What do the screens show for `O=C(OCc1cn(Cc2cccc(Cl)c2)nn1)N1CCOCC1`?
TTR transcr act: 0.3

How did CC(SC1=NCCN1S(=O)(=O)c1ccccc1)c1ccccc1 (stereo not drawn) do in these assays?
TTR transcr act: 0.9

Results for O=c1cc(-c2ccc(OCc3ccccc3)cc2)oc2cc(OCc3ccccc3)cc(OCc3ccccc3)c12 ?
TTR transcr act: 1.5

What do the screens show for `O=C(O)/C=C1\NC(=O)c2ccccc21`?
TTR transcr act: 1.6

What do the screens show for `COc1cc(C(=O)NC(C)c2cccc3ccccc23)cc(OC)c1OC` (stereo not drawn)?
TTR transcr act: 18*

Results for Cc1nn(C)c(Cl)c1CN1CCC(CO)(CCOc2ccccc2)CC1 ?
TTR transcr act: -0.3

Results for Cc1ccc2occ(-c3nn[nH]n3)c(=O)c2c1 ?
TTR transcr act: 0.5

Results for COc1cc2c(cc1OC)CN(C(=O)Nc1ccccc1Cl)CC2 ?
TTR transcr act: 1.4

What do the screens show for `Cc1n[nH]c(C)c1S(=O)(=O)N1CCC(C(=O)N2CCn3c2nc2ccccc23)CC1`?
TTR transcr act: 6.2

How did O=C(/C(=N\Nc1ccc(Br)cc1)Sc1nnnn1-c1ccccc1)c1ccccc1 do in these assays?
TTR transcr act: -0.8

How did CC(C)(C)CC(C)(C)NC(=O)c1ccc2snnc2c1 do in these assays?
TTR transcr act: -0.1

What do the screens show for `Cc1nn(C)cc1C(C)NC(=O)c1cc(COc2cccc3cnccc23)on1` (stereo not drawn)?
TTR transcr act: -2.3

How did COc1ccc(C(c2ccc(OC)cc2)N2CCN(C(=O)c3noc(C)c3[N+](=O)[O-])CC2)cc1 do in these assays?
TTR transcr act: 0.2

How did COc1ccc(C(=O)NC2CC(C)(C)Cc3c2cnn3-c2ccccc2)cc1OC (stereo not drawn) do in these assays?
TTR transcr act: -0.3

What do the screens show for `O=C(O)c1ccc2c(c1)-c1cc(C(=O)O)ccc1S2(=O)=O`?
TTR transcr act: 2.6

How did CCN(CC)C(=O)C1=C(C)NC(=S)NC1c1ccc(C)s1 (stereo not drawn) do in these assays?
TTR transcr act: -1.4

How did C[C@@H]1CN([C@H](C)CO)C(=O)CCCn2nncc2CO[C@@H]1CN(C)C(=O)C1CCCCC1 do in these assays?
TTR transcr act: 0.1

How did Cc1ccc(CNC(=O)c2cccc3c2C(=O)c2ccc(N4CCOCC4)cc2S3(=O)=O)cc1 do in these assays?
TTR transcr act: -2.1

Results for COc1cc2c(cc1OC)CN(S(C)(=O)=O)CC2 ?
TTR transcr act: 0.8

How did C[C@@H](C(=O)NCCc1ccccc1)N1C(=O)N2CCc3c([nH]c4ccccc34)[C@@]2(C)C1=O do in these assays?
TTR transcr act: -3.2

What do the screens show for `CCC(C)Sc1nnc(-c2c[nH]c3ccccc23)n1CCOC` (stereo not drawn)?
TTR transcr act: -0.7

How did S=C(Nc1cccc(Cl)c1Cl)Nn1cnnc1 do in these assays?
TTR transcr act: 2.0

What do the screens show for `CC1CCN(C(=O)c2ccc(S(=O)(=O)N(C)C)cc2)C(C)C1` (stereo not drawn)?
TTR transcr act: 0.5

Some of these compounds in order of molecular weight, ascending:
Results for COc1cc2c(cc1OC)CN(S(C)(=O)=O)CC2 ?
TTR transcr act: 0.8

How did CC(C)(C)CC(C)(C)NC(=O)c1ccc2snnc2c1 do in these assays?
TTR transcr act: -0.1

What do the screens show for `O=C(O)c1ccc2c(c1)-c1cc(C(=O)O)ccc1S2(=O)=O`?
TTR transcr act: 2.6

How did CCN(CC)C(=O)C1=C(C)NC(=S)NC1c1ccc(C)s1 (stereo not drawn) do in these assays?
TTR transcr act: -1.4

Results for COc1cc2c(cc1OC)CN(C(=O)Nc1ccccc1Cl)CC2 ?
TTR transcr act: 1.4

What do the screens show for `COc1cc(C(=O)NC(C)c2cccc3ccccc23)cc(OC)c1OC` (stereo not drawn)?
TTR transcr act: 18*

How did COc1ccc(C(=O)NC2CC(C)(C)Cc3c2cnn3-c2ccccc2)cc1OC (stereo not drawn) do in these assays?
TTR transcr act: -0.3

What do the screens show for `Cc1n[nH]c(C)c1S(=O)(=O)N1CCC(C(=O)N2CCn3c2nc2ccccc23)CC1`?
TTR transcr act: 6.2

How did C[C@@H](C(=O)NCCc1ccccc1)N1C(=O)N2CCc3c([nH]c4ccccc34)[C@@]2(C)C1=O do in these assays?
TTR transcr act: -3.2

How did C[C@@H]1CN([C@H](C)CO)C(=O)CCCn2nncc2CO[C@@H]1CN(C)C(=O)C1CCCCC1 do in these assays?
TTR transcr act: 0.1

How did Cc1ccc(CNC(=O)c2cccc3c2C(=O)c2ccc(N4CCOCC4)cc2S3(=O)=O)cc1 do in these assays?
TTR transcr act: -2.1

How did O=C(/C(=N\Nc1ccc(Br)cc1)Sc1nnnn1-c1ccccc1)c1ccccc1 do in these assays?
TTR transcr act: -0.8

The list continues.
How did CCN(C[C@H]1N[C@@](C)(C(=O)OC)[C@H]2C(=O)N(C)C(=O)[C@@H]12)C(=O)c1ccc(F)cc1 do in these assays?
TTR transcr act: 1.8

How did COc1ccccc1Nc1nc2ccccc2n2cnnc12 do in these assays?
TTR transcr act: 1.3

How did CC1CCC(C(C)C)C(OC(=O)CSc2nccc(=O)[nH]2)C1 (stereo not drawn) do in these assays?
TTR transcr act: -0.2

Results for CCCCNc1ncnc2[nH]ncc12 ?
TTR transcr act: 2.6

Results for CN(C)S(=O)(=O)c1ccc(-n2cccc2)cc1 ?
TTR transcr act: -1.0

What do the screens show for `CCOCCOC(=O)COC(=O)c1ccccc1NC(=O)c1ccccc1`?
TTR transcr act: 12*

What do the screens show for `CCOC(=O)Cn1c2ccc(F)cc2c2nc(C)sc21`?
TTR transcr act: -0.5

Results for Cc1c(CC(Cl)(Cl)Cl)c2c(n1O)CC(C)(C)CC2=O ?
TTR transcr act: 0.5

Results for CN(C)c1ccc(/C=N/NC(=O)CNC(=O)c2ccco2)cc1 ?
TTR transcr act: -0.8

Results for Cc1ccc2c(c1)c1c3n2CC(=C2C(=O)OC(C)(C)OC2=O)NC3CCC1 (stereo not drawn) ?
TTR transcr act: -1.7

Results for COc1ccc(S(=O)(=O)NCCc2c(C)nn(C)c2Oc2ccccc2)cc1 ?
TTR transcr act: -0.9

Results for O=c1[nH]c(/C=C\c2cccc(C(F)(F)F)c2)nc(O)c1[N+](=O)[O-] ?
TTR transcr act: -0.2

How did Cn1nc2c(c1C(=O)N1CCCC(C(=O)c3cc(F)ccc3F)C1)CCCC2 (stereo not drawn) do in these assays?
TTR transcr act: 12*

How did COC(=O)c1ccc(N2C(=O)c3ccc(OC)c(OC)c3C2=O)cc1 do in these assays?
TTR transcr act: 0.0

How did O=C(O)c1nn(-c2cccc(Cl)c2)c(=O)cc1O do in these assays?
TTR transcr act: 6.5

Results for O=C(NCCc1nnc2ccc(NCc3ccc(F)cc3)nn12)c1ccccc1 ?
TTR transcr act: 6.0

Results for Cc1cc(=O)oc2cc(NS(=O)(=O)c3ccc(F)cc3)ccc12 ?
TTR transcr act: 0.0

What do the screens show for `COc1ccc(CNC(=O)Nc2ccc3c(c2)N(C)C(=O)CS3)cc1`?
TTR transcr act: 2.3

How did CCOC(=O)C1=CN(CC)S(=O)(=O)NC1c1ccc(F)c(Cl)c1 (stereo not drawn) do in these assays?
TTR transcr act: 1.7

Results for O=C(COc1ccc(Cl)cc1Cl)Nc1ccccc1NS(=O)(=O)c1cccs1 ?
TTR transcr act: -0.9

How did OC(Cc1ccncc1)(c1ccccc1)c1ccccc1 do in these assays?
TTR transcr act: -5.2

Results for C=C(C)Cn1c(C)cc(C)c(S(=O)(=O)c2ccc(C)cc2)c1=O ?
TTR transcr act: -0.9

What do the screens show for `Cc1ccc(NC(=O)/C=C/c2ccc([N+](=O)[O-])s2)c(C)c1`?
TTR transcr act: -4.9

What do the screens show for `O=C(Oc1cccc(-c2cnc3ccccc3n2)c1)c1ccco1`?
TTR transcr act: 1.8

Results for CCOc1ccc(S(=O)(=O)N2CCN(C(=S)NCc3ccccc3)CC2)cc1 ?
TTR transcr act: -1.1

What do the screens show for `O=C(O)Cn1cc(C(=S)N2CCCCC2)c2ccccc21`?
TTR transcr act: -0.1

Results for CC(C)(C)OC(=O)NNC(=O)c1ccc(Cl)cc1 ?
TTR transcr act: -2.7

How did COc1ccccc1C(=O)OC(C)CN1CCN(C)CC1 (stereo not drawn) do in these assays?
TTR transcr act: -0.3

Results for COC(=O)C[C@@H]1CC[C@H](NC(=O)Nc2ccc(F)cc2)[C@@H](CO)O1 ?
TTR transcr act: -0.9

What do the screens show for `Cc1nn(CC(=O)Nc2ccc(S(=O)(=O)N(C)C)cc2)c(C)c1[N+](=O)[O-]`?
TTR transcr act: -1.5

What do the screens show for `COc1ccc(S(=O)(=O)Nc2c(C)nc3nc(C)[nH]n3c2=O)cc1`?
TTR transcr act: -0.9

Results for Cn1nnc2cc(C(=O)NCc3ccc4c(c3)OCO4)ccc21 ?
TTR transcr act: -0.7

Results for COc1cc(C=O)cc(Br)c1OCC(N)=O ?
TTR transcr act: 1.2

Results for CCCCCC(=O)Nc1cc(S(=O)(=O)N2CCCCC2)ccc1N1CCCCC1 ?
TTR transcr act: -0.6

How did CCCc1nc2c3ccccc3ccn2c1Cc1cccc(Cl)c1 do in these assays?
TTR transcr act: 1.9

How did CN1CCc2c(sc3c2c(NCc2ccco2)nc2nnnn23)C1 do in these assays?
TTR transcr act: -0.7
